High-throughput results from PubChem.
BoNT A protease: BoNT/A light chain protease inhibitors, primary screen, biochemical, flow cytometry, MLPCN library; 360,000 compounds, 0.17% hits; AID 588499, 2011; inhibition, % at 10 µM; Botulinum neurotoxin type A light chain protease (Clostridium botulinum A str. ATCC 3502); multiplex microsphere protease substrate cleavage; in the data active = inhibition above about 30%; inconclusive = no clear call, values can overlap the other calls; note: plate controls were buffer without enzyme for full effect and enzyme alone for no effect
BoNT F protease: BoNT/F light chain protease inhibitors, primary screen, biochemical, flow cytometry, MLPCN library; Botulinum neurotoxin type F light chain protease (Clostridium botulinum); AID 588497, 2011; Multiplex microsphere protease cleavage assay; inhibition, % at 10 µM; 360,000 compounds, 0.22% hits; in the data active = inhibition above about 35%, passing the limit was not always enough; inconclusive = no clear call, values can overlap the other calls; note: plate controls were buffer without enzyme for full effect and enzyme alone for no effect
Mtb BioA inh: M. tuberculosis BioA enzyme inhibitors, primary screen, biochemical, plate reader, single point, HTS | purified M. tuberculosis BioA enzyme | inhibition, % at 9.99 µM | 360,000 compounds, 0.096% hits | AID 602481, 2012; in the data active = inhibition above about 40%; inconclusive = no clear call, values can overlap the other calls
GDH-TPI counter: GDH-TPI coupling enzyme inhibitors, primary screen, artefact control for M. tuberculosis FBA inhibitor project, biochemical, absorbance, full deck | GDH-TPI coupled enzyme counterscreen, NADH absorbance | 360,000 compounds, 1.2% hits | inhibition, % at 4.8 µM;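 note: 0% = DMSO wells and 100% = wells lacking the enzyme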
CCHFV vOTU inh: CCHFV vOTU protease inhibitors, primary screen, biochemical, Pep-AMC substrate, fluorescence; AID 651958, 2012; inhibition, % at 11.5 µM; 370,000 compounds, 0.55% hits; note: 0% = vehicle wells with enzyme and 100% = no enzyme wells
FBA Mtb inh: Mtb FBA enzyme inhibitors, primary screen, biochemical, fluorescence, strain H37Rv | Fructose-bisphosphate aldolase (Mycobacterium tuberculosis (strain ATCC 25618 / H37Rv)), … | purified M. tuberculosis FBA, fluorescence read-out | inhibition, % at 1 µM | 360,000 compounds, 2.3% hits | AID 588726, 2011; in the data active = inhibition above about 27%;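 note: 0% = vehicle and 100% = reference inhibitor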
Target sequence (P9WQA3 whole entry, looked up): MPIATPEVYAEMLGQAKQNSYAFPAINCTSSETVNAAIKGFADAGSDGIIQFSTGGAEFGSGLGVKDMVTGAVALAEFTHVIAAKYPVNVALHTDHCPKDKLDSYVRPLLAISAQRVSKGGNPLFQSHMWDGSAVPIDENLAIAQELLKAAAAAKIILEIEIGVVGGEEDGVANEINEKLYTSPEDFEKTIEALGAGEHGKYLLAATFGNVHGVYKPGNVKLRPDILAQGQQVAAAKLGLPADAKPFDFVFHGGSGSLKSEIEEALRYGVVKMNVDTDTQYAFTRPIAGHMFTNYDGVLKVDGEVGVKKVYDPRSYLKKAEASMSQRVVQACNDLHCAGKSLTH
PrPC surface inh: inhibitors of human cell surface prion protein PrPC, primary screen, cell-based, TR-FRET. Major prion protein (Homo sapiens), P04156. TR-FRET read-out. inhibition, % at 13.8 µM. 370,000 compounds, 0.43% hits. AID 720596, 2013; in the data active = inhibition above about 24%; note: 0% = median of the test wells and 100% = reference compound wells
UGM FP inh: M. tuberculosis UGM enzyme inhibitors, primary screen, biochemical, fluorescence polarization, single point | inhibition, % at 10 µM | AID 504406, 2011 | purified UGM, fluorescence polarization probe displacement | 320,000 compounds, 0.06% hits | UDP-galactopyranose mutase (Mycobacterium tuberculosis (strain ATCC 25618 / H37Rv)), …; in the data active = inhibition above about 10%, passing the limit was not always enough; inconclusive = no clear call, values can overlap the other calls
Target sequence (P9WIQ1 whole entry, looked up): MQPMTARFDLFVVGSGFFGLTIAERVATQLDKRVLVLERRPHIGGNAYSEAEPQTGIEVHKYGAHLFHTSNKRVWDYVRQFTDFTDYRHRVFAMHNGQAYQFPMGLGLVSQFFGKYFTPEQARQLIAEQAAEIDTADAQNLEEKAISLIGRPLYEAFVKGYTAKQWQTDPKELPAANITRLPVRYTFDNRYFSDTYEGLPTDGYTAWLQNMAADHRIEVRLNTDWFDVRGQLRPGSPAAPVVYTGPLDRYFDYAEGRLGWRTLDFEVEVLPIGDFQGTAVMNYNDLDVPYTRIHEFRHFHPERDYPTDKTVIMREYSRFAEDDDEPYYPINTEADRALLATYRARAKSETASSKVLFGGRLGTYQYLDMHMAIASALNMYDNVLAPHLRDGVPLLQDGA
FadD28 FP inh: inhibitors of FadD28 bisubstrate probe binding, primary screen, biochemical, fluorescence polarization, single point. Mycobacterium tuberculosis FadD28 fatty-acid-AMP ligase. 360,000 compounds, 0.22% hits. inhibition, % at 12.5 µM; in the data active = inhibition above about 8.5%, passing the limit was not always enough; inconclusive = no clear call, values can overlap the other calls
* = called active by the depositor; ? = inconclusive; . = no result given; + = active, no number; & = joins results of further samples. Cut-off read from the data, not from the text of the source, unless noted: active = inhibition above about 30%; inactive = the rest.

molecule	BoNT A protease	GDH-TPI counter	PrPC surface inh	UGM FP inh	BoNT F protease	FadD28 FP inh	CCHFV vOTU inh	Mtb BioA inh	FBA Mtb inh
CC1=CC(C)(C)NC(=S)N1c1ccccc1C	0.2&0.1	3&6	-3&15	1.8	-4&-2	-0.8&-1.4	10&10	1.6&1.2	-2&3
Cn1c(=O)c2cc(NC(=O)Cc3ccccc3F)ccc2n1-c1ccc(C(C)(C)C)cc1	-0.1	11	8	.	-2	-3.1	-15	-1.1	27
Cc1cccc(NC(=O)c2ccc(CN3CCc4ccccc4C3)cc2)c1C	0.2	3	1	2.8	2	-2.6	-10	.	1
Cc1ccc(-n2ncc3c2CC(C)(C)CC3NC(=O)CCN2CCCCC2=O)cc1 (configuration not stated)	2.0	3	10	3.2	-6	-2.8	4	2.0	0
COc1ccc(C2C(C(=O)Nc3ccc(F)cc3)=C(C)Nc3nc(CCCO)nn32)cc1 (configuration not stated)	-0.8	8	5	-3.0	-4	-3.9	2	-0.7	0
COC(=O)c1ccc(NC(=S)NC2CC(C)(C)NC(C)(C)C2)cc1	0.3	-1	-2	5.9	2	-1.8	-14	-1.2	3
N#Cc1c(SCC(=O)Nc2ccccc2C(F)(F)F)sc2c(O)cc(=O)[nH]c12	-1.0	3	6	1.2	2	-1.5	20	.	0
COc1cc(/C=C/C(=O)c2ccc([N+](=O)[O-])o2)ccc1O	0.6	23	-3	-0.5	5	-2.0	5	0.8	1
COc1ccc(CN(C2CC2)S(=O)(=O)c2ccccc2Br)cc1	-0.3	-11	-6	.	5	-0.3	-1	-0.7	-1
Cc1ccccc1NC(=O)c1cccc(NC(=O)c2c(C(=O)O)cccc2[N+](=O)[O-])c1	5.0	13	-1	4.2	?	-0.5	8	.	3
CSCCC(NC(=O)c1ccccc1Br)C(=O)NNC(=O)c1ccco1 (configuration not stated)	?	4	-11	-0.9	?	-0.5	-9	-1.4	2
Cc1ccc(C(=O)NCCCN2CCOCC2)cc1	0.2	7	-5	-0.6	4	-0.2	1	.	0
CCCCCCN1CC(=O)N2Cc3[nH]c4ccccc4c3C[C@H]2C1=O	1.6	3	-10	3.3	-9	0.1	2	-2.7	3
NC1=NC[C@H](Cc2ccc(O)cc2)N1CCc1cc(C(F)(F)F)cc(C(F)(F)F)c1	-1.2	3	11	0.6	-13	-2.2	26	4.8	-1
Cc1ccc2c(c1)C=CC(C#N)N2C(=O)Oc1ccccc1 (configuration not stated)	0.0	11	1	.	4	-3.3	-2	.	-1
COc1ccc(CNC(=O)C2CCN(c3nc(-c4ccccc4)nc4c3CCC4)CC2)cc1	0.9	12	6	1.9	4	0.4	-1	-3.8	6
Cc1ccc(-c2noc(CSc3nnc(Cc4ccccc4)n3-c3ccc(Cl)cc3)n2)cc1	-0.1	5	-7	0.4	-5	-2.2	12	0.4	2
CN(/C(=N/S(=O)(=O)c1ccccc1)c1ccccc1)S(=O)(=O)c1ccccc1	0.7	-4	-1	-0.4	-2	-4.7	-15	1.4	1
N#CC1=C(N)OC2=C(C(=O)CC(c3ccccc3)C2)C1c1ccoc1 (configuration not stated)	0.3	7	0	-3.9	-1	-0.7	-4	.	7
COc1ccc(-n2c(SCc3ccc([N+](=O)[O-])cc3)nnc2-c2ccc(C)cc2)cc1	-0.6	5	-2	2.3	-6	0.9	6	.	0
C/C=C/C(=O)N[C@@H]1c2ccccc2CC[C@@H]1OCc1ccccc1	-0.4	-11	-3	.	-8	1.5	0	0.3	3
CCC(C)N1CCCC1C(=O)Nc1c(C)cc(C)cc1C (configuration not stated)	-0.6	8	-5	-2.6	0	0.6	-1	-5.1	1
C=CCn1c(-c2cc(OC)cc(OC)c2)n[nH]c1=S	-0.1	-2	-3	1.7	-7	-1.1	4	0.2	8
CCOC(=O)NC(=O)COC(=O)Cc1cc(OC)c(OC)c(OC)c1	-0.5	0	-3	2.8	-8	-5.8	0	-1.0	2
Fc1ccc(C2CCCN2Cc2nc(Cc3ccccc3F)no2)cc1 (configuration not stated)	-0.5	1	2	2.0	0	-1.4	-4	.	1
Cc1ccc(C(=O)COc2ccc3c(C)cc(=O)oc3c2)cc1	0.3	8	-4	-1.8	-11	-1.4	-9	-0.9	1
CC(=O)c1cccc(-c2ccc3c(=O)[nH]c(Nc4ccccc4)cc3c2)c1	0.6	1	-2	-1.8	4	-2.1	104*	-0.8	2
O=[N+]([O-])c1ccc2nc(-c3ccc(OC(F)F)cc3)cn2c1	-0.3	3	-25	0.3	-3	-1.7	0	.	-2
Cc1cnc(NC(=O)CSc2nnc(C)s2)s1	-0.1	-5	1	-0.2	1	-1.8	4	-1.3	3
O=c1[nH]c2cc(O)ccc2c2ccccc12	-0.8	15	11	.	-3	-3.9	9	0.5	17
O=C(Nc1nc2ccccc2[nH]1)c1cccc(F)c1	1.1	7	0	0.1	-3	-0.8	0	-1.2	-2
Cc1ccc(N2CC(C(=O)Nc3cc(Cl)ccc3-n3cncn3)CC2=O)cc1 (configuration not stated)	-2.5	6	-2	0.6	-1	-1.3	-2	.	-3
N/C(=N\c1nc(CSc2ccccn2)cc(=O)[nH]1)Nc1ccc(Cl)cc1Cl	-0.1	5	1	-1.9	-4	-1.2	-7	3.5	2
COCc1cc(C)nc(OCC(=O)N/N=C/c2ccc(O)cc2O)c1C#N	-0.1	35*	-8	-2.7	0	1.3	6	.	2
COc1ccc(NS(=O)(=O)c2cc(NC(=O)CCNC(C)=O)ccc2N2CCOCC2)cc1	0.8	5	-3	1.8	6	-0.1	-1	.	0
CCOC(=O)C1CCN(C(=O)c2ccc3nc(-c4ccc(OC)cc4)c(-c4ccc(OC)cc4)nc3c2)CC1	30*	3	-8	-3.6	20	-3.6	6	9.3	14
Cc1ccc(CN2CC(C(=O)N3CCN(c4ccccc4O)CC3)CC2=O)cc1 (configuration not stated)	-2.2	-6	10	-3.2	-6	1.1	0	0.5	-2
COc1ccc(-n2nc([N+](=O)[O-])c(=NCCCN3CCCC3=O)n2O)cc1	0.8	6	-54	1.0	-4	-2.3	28	0.6	-7
CC(=O)OCC(COC(C)=O)OC(C)=O	-0.5	8	8	0.3	-11	-1.7	0	1.1	-2
CCOC(=O)C1CCN(C(=O)c2oc3ccc(S(=O)(=O)N4CC(C)CC(C)C4)cc3c2C)CC1 (configuration not stated)	0.1	-2	3	5.4	4	-2.8	10	1.8	3
COc1ccc(NC(=O)N2CCN(S(C)(=O)=O)CC2)c(OC)c1	-0.9	5	13	2.7	2	-2.1	-1	.	0
c1ccc(COc2ccc(OCCN3CCCCC3)cc2)cc1	0.6	10	5	0.1	-8	-2.5	11	-0.4	0
COc1ccc(/C=N/NC(=O)c2nc(Cl)c(Cl)c(N)c2Cl)cc1COc1ccc(F)cc1F	0.6	24	-4	-2.7	15	-4.5	2	2.6	29*
Nc1ccc(-c2nc3ccc(C(=O)O)cc3s2)cc1	-0.2	54*	-5	-1.4	-9	3.9	-309	.	.
CC(=O)N1c2ccc(S(=O)(=O)NCC3CCC(C(=O)NCc4ccc(C)cc4)CC3)cc2CC1C (configuration not stated)	-3.4	2	3	0.9	2	0.2	-7	-0.1	0
Cc1ccc(S(=O)(=O)CCC(=O)NCc2ccccc2)cc1	0.1	4	1	-1.3	-1	-1.6	-11	.	0
COc1ccc(NC(=O)CN(Cc2ccccc2)S(C)(=O)=O)cc1	1.7	5	4	0.8	0	-0.9	13	-1.4	-1
Cc1c([N+](=O)[O-])cc(C(=O)Nc2ccc3ncccc3c2)cc1[N+](=O)[O-]	-5.1	10	2	-0.2	-8	0.7	-12	-0.2	1
Cc1cc(SCc2cc(=O)n3ccsc3n2)nc2ccccc12	-1.2	15	-1	-0.1	-25	-0.9	-2	.	0
CC(Sc1nnc(-c2ccccc2Br)n1-c1cccc(C(F)(F)F)c1)C(N)=O (configuration not stated)	0.0	-6	6	.	1	-2.5	4	.	2

Complete entries as entered above. Screens in order: BoNT A protease, GDH-TPI counter, PrPC surface inh, UGM FP inh, BoNT F protease, FadD28 FP inh, CCHFV vOTU inh, Mtb BioA inh, FBA Mtb inh
Record of Cc1ccc(C(=O)COc2ccc3c(C)cc(=O)oc3c2)cc1 → 0.3, 8, -4, -1.8, -11, -1.4, -9, -0.9, 1
Record of COc1ccc(-n2nc([N+](=O)[O-])c(=NCCCN3CCCC3=O)n2O)cc1 → 0.8, 6, -54, 1.0, -4, -2.3, 28, 0.6, -7
Record of CC(Sc1nnc(-c2ccccc2Br)n1-c1cccc(C(F)(F)F)c1)C(N)=O (configuration not stated) → 0.0, -6, 6, ., 1, -2.5, 4, ., 2

(listing goes on)
molecule	BoNT A protease	GDH-TPI counter	PrPC surface inh	UGM FP inh	BoNT F protease	FadD28 FP inh	CCHFV vOTU inh	Mtb BioA inh	FBA Mtb inh
Cc1cccc(NC(=S)NCC23C=CC(O2)C2C(=O)N(c4ccc(Cl)cc4)C(=O)C23)c1 (configuration not stated)	-0.3	4	11	1.1	-6	-2.2	9	.	-3
COc1ccccc1NC(=O)Cn1nc(-c2ccncc2)nc1SCC(=O)NC1CCCC1	-0.1	3	8	-1.8	-4	-2.5	11	-2.2	2
CCOC(=O)C1CCN(S(=O)(=O)c2cc(F)ccc2OC)CC1	-0.5	-2	-5	-1.2	2	-1.8	-7	.	-1
Cc1oc(-c2ccc(Cl)cc2)nc1CN1CCCC(C(=O)NCc2ccco2)C1 (configuration not stated)	-0.3	-2	6	-2.7	8	1.2	10	-0.4	4
COc1ccc(S(=O)(=O)N2CCOCC2)cc1C(=O)N1CCCC1	-0.2	-3	3	0.0	-10	-0.2	13	-1.0	1
COC(=O)[C@@]1(C(C)C)N=C(c2cc(OC)c(OC)c(OC)c2)[C@]2(O1)C(=O)Nc1ccc(F)cc12	-0.6	.	-6	.	-5	.	4	.	.
O=S(=O)(c1ccccc1)N(CC1CO1)c1ccccc1 (configuration not stated)	0.1	2	2	0.7	0	-3.7	9	.	0
C=CCCC(=O)N1C[C@H]2CCN(C)[C@H]2C[C@H]1c1ccc(Br)cc1	-0.2	.	-7	.	-2	0.2	3	1.9	0
COCC(=O)NNC(=O)c1ccccc1OC	-0.2	1	0	-0.6	0	0.3	-6	.	-3
O=[N+]([O-])c1ccc(N2CCCCC2)c(Cl)c1N1CCCCC1	1.0	-15	-6	2.1	-1	-4.1	-3	1.0	-1
CCC(C)N(C(=O)Cn1cnc2c1c(=O)n(C)c(=O)n2C)C1CCS(=O)(=O)C1 (configuration not stated)	-0.7	-3	0	-1.7	-4	.	-7	-2.6	-1
COc1cc(OC)cc(C(=O)N2CCN(C3CCCCC3)CC2)c1	-0.6	9	-5	-0.5	5	-0.5	-10	-0.4	0
COCCn1c(SCC(=O)c2cccc(OC)c2)nnc1-c1ccco1	-0.1	11	2	-2.0	2	-0.9	7	1.4	4
CCCCCCOC(=O)CCc1c(C)nc(N)[nH]c1=O	0.3	13	-2	-3.6	2	0.6	-8	0.8	1
CCOc1ncccc1C(=O)OCC(=O)Nc1cc(S(=O)(=O)N2CCOCC2)ccc1Cl	-0.3	3	1	0.9	-2	-0.9	7	.	-8
CCOC(=O)C1CCCN(C(=O)CCNS(=O)(=O)c2ccc3c(c2)CCC(=O)N3)C1 (configuration not stated)	1.3	8	4	0.9	-3	0.3	0	-3.3	6
Nc1ccc(-c2nc3ncccc3o2)c(O)c1	1.7	59*	-2	-0.4	-12	-0.8	-191	-2.2	+
